NSD2 block: inhibitors of human NSD2 methyltransferase | 44,000 tested, 0.07% active | AID 624260 | O96028 | NSD2-SET H3K36me1 DELFIA fluorescence, biochemical | inhibition, % at 12.5 µM; in the data active = inhibition above about 54%, passing the limit was not always enough; inconclusive = no clear call, values can overlap the other calls;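 also: inhibitors reduce the monomethyl H3K36 fluorescence signal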
Target sequence (O96028 whole entry, looked up): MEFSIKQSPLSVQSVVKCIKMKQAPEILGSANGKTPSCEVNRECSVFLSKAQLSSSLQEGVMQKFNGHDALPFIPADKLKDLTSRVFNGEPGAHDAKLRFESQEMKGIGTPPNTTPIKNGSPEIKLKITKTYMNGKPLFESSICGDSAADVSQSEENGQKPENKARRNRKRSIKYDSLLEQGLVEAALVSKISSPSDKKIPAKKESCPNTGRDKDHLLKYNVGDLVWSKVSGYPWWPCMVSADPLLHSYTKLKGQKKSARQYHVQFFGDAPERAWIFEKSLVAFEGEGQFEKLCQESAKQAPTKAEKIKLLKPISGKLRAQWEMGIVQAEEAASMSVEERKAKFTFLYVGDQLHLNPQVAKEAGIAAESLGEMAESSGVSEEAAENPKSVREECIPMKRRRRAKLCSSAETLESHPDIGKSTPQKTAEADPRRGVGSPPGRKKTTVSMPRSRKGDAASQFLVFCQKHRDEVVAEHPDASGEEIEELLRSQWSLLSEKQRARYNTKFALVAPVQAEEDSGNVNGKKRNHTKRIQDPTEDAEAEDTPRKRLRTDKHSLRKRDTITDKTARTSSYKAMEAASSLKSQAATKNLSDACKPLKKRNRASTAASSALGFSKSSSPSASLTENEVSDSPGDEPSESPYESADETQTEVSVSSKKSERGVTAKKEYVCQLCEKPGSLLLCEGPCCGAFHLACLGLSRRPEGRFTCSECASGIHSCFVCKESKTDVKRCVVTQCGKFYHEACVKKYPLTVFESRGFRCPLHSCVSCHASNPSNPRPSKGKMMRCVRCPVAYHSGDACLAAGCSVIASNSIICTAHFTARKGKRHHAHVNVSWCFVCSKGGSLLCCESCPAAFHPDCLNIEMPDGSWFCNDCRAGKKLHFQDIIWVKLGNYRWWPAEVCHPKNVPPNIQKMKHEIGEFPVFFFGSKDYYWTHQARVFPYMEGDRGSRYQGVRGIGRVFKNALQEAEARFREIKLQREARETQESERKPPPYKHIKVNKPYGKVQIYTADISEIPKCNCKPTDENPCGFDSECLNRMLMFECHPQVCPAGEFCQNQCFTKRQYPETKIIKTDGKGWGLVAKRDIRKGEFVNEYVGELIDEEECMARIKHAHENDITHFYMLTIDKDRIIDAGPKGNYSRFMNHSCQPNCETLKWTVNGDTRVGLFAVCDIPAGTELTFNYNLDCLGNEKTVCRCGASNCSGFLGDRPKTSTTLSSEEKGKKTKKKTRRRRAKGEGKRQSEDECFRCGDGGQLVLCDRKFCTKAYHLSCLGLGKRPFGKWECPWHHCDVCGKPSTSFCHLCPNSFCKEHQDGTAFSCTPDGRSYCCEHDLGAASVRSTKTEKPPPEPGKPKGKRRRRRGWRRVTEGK
Active calls of the source: *; ? = inconclusive. A portion of the library, so the mix of outcomes need not match the whole.

C[C@H]1CN([C@@H](C)CO)C(=O)Cc2cc(NC(=O)NC3CCCCC3)ccc2O[C@@H]1CN(C)C(=O)Nc1ccc2c(c1)OCO2
- NSD2 block = -1

C[C@@H]1CN([C@@H](C)CO)C(=O)c2cccc(NC(=O)Nc3ccc(C(F)(F)F)cc3)c2O[C@@H]1CN(C)S(=O)(=O)c1ccc(Cl)cc1
- NSD2 block = -4

C[C@H](CO)N1C[C@H](C)[C@@H](CN(C)Cc2cncnc2)Oc2cc(C#CC3CC3)ccc2S1(=O)=O
- NSD2 block = 8

Cc1noc(C)c1S(=O)(=O)N(C)C[C@@H]1Oc2c(cccc2N(C)C)C(=O)N([C@H](C)CO)C[C@@H]1C
- NSD2 block = 6

C[C@H](CO)N1C[C@H](C)[C@H](CN(C)Cc2ccc3c(c2)OCCO3)OCc2cnnn2CCCC1=O
- NSD2 block = -3

C[C@H]1CN([C@@H](C)CO)C(=O)c2cc(-c3ccc(C#N)cc3)cnc2O[C@@H]1CN(C)Cc1ccncc1
- NSD2 block = -1

Cc1cccc(CN(C)C[C@@H]2Oc3ncc(C#Cc4ccccc4)cc3C(=O)N([C@H](C)CO)C[C@@H]2C)c1
- NSD2 block = 3

COc1ccc(NC(=O)N(C)C[C@H]2Oc3c(NC(=O)c4ccc(-c5nccs5)cc4)cccc3C(=O)N([C@H](C)CO)C[C@@H]2C)cc1
- NSD2 block = 8

CC(C)NC(=O)N(C)C[C@@H]1OCCCC[C@@H](C)Oc2ccc(N(C)C)cc2C(=O)N([C@H](C)CO)C[C@@H]1C
- NSD2 block = -125

COc1cccc(-c2ccc3c(c2)O[C@@H](CN(C)Cc2ccncc2)[C@@H](C)CN([C@@H](C)CO)S3(=O)=O)c1
- NSD2 block = -3

C[C@H]1CN([C@@H](C)CO)C(=O)c2cc(NC(=O)Nc3ccc(F)cc3)ccc2O[C@H]1CN(C)Cc1ccc(-c2ccccc2)cc1
- NSD2 block = 5

O=c1cc(-c2ccc(O)c(O)c2)oc2c(C3O[C@H](CO)[C@H](O)[C@H](O)[C@H]3O)c(O)cc(O)c12 (stereo partly drawn)
- NSD2 block = 35

CNC[C@H]1OCCCC[C@@H](C)Oc2ccc(NC(=O)Cc3ccccc3)cc2C(=O)N([C@H](C)CO)C[C@@H]1C
- NSD2 block = 2

Cc1noc(C)c1NC(=O)N(C)C[C@@H]1Oc2c(NS(=O)(=O)c3ccccc3)cccc2C(=O)N([C@@H](C)CO)C[C@H]1C
- NSD2 block = 1

N#Cc1ccc(/C=N/NC(=O)c2ccccc2O)cc1
- NSD2 block = 6

Ordered by length of the SMILES (smallest number first): 3 of the compounds above
Cc1cccc(CN(C)C[C@@H]2Oc3ncc(C#Cc4ccccc4)cc3C(=O)N([C@H](C)CO)C[C@@H]2C)c1
- NSD2 block = 3

Cc1noc(C)c1S(=O)(=O)N(C)C[C@@H]1Oc2c(cccc2N(C)C)C(=O)N([C@H](C)CO)C[C@@H]1C
- NSD2 block = 6

C[C@H]1CN([C@@H](C)CO)C(=O)c2cc(NC(=O)Nc3ccc(F)cc3)ccc2O[C@H]1CN(C)Cc1ccc(-c2ccccc2)cc1
- NSD2 block = 5

Additional entries:
C[C@@H]1CN([C@@H](C)CO)C(=O)c2cccc(NC(=O)C3CC3)c2O[C@H]1CN(C)C(=O)Nc1ccccc1
- NSD2 block = -1

C[C@H](CO)N1C[C@H](C)[C@H](CN(C)CC2CC2)Oc2cc(-c3cncnc3)ccc2S1(=O)=O
- NSD2 block = 0

C[C@H]1CN([C@@H](C)CO)C(=O)Cc2cc(NC(=O)Nc3cccc4ccccc34)ccc2O[C@H]1CN(C)Cc1ccc(C(=O)O)cc1
- NSD2 block = 2

C[C@@H]1CN([C@H](C)CO)C(=O)c2cc(NC(=O)Cc3ccccc3)ccc2O[C@@H](C)CCCCO[C@@H]1CN(C)C(=O)c1ccccc1
- NSD2 block = 4

CC(C)CC#Cc1ccc2c(c1)O[C@H](CN(C)C(=O)c1cccc(F)c1)[C@@H](C)CN([C@@H](C)CO)S2(=O)=O
- NSD2 block = -6

C/C=C1\[C@H](O[C@@H]2O[C@H](CO)[C@@H](O)[C@H](O)[C@H]2O)OC=C(C(=O)OC)[C@H]1CC(=O)OC
- NSD2 block = -5

C[C@H]1CCCCO[C@H](CN(C)Cc2ccc3c(c2)OCO3)[C@@H](C)CN([C@@H](C)CO)C(=O)c2cc(NC(=O)c3ccncc3)ccc2O1
- NSD2 block = 3

CC1(C)CC[C@]2(C(=O)O[C@@H]3O[C@H](CO)[C@@H](O)[C@H](O)[C@H]3O)CC[C@]3(C)C(=CCC4[C@@]5(C)CC[C@H](O[C@@H]6O[C@H](C(=O)O)[C@@H](O[C@@H]7O[C@H](CO)[C@@H](O)[C@H](O)[C@H]7O)[C@H](O)[C@H]6O)C(C)(C)C5CC[C@]43C)C2C1 (stereo partly drawn)
- NSD2 block = 2

Cc1ccc(S(=O)(=O)Nc2ccc3c(c2)C(=O)N([C@@H](C)CO)C[C@H](C)[C@H](CN(C)C(=O)Nc2ccccc2)O3)cc1
- NSD2 block = 2

C[C@H]1CN([C@@H](C)CO)C(=O)c2cc(NC(=O)c3ccncc3)ccc2O[C@H]1CN(C)Cc1ccc(C(F)(F)F)cc1
- NSD2 block = -8

C[C@H](CO)N1C[C@H](C)[C@H](CN(C)S(=O)(=O)c2ccccc2)Oc2ncc(-c3ccccc3)cc2C1=O
- NSD2 block = -1

CC(C)NC(=O)N(C)C[C@H]1OCCCC[C@H](C)Oc2ccc(NS(=O)(=O)c3ccc(Cl)cc3)cc2C(=O)N([C@@H](C)CO)C[C@@H]1C
- NSD2 block = 1

COCCNC(=O)C[C@@H]1C[C@H]2c3cc(NC(=O)c4cccnc4)ccc3O[C@H]2[C@H](CO)O1
- NSD2 block = 4

C[C@H](CO)N1C[C@H](C)[C@@H](CN(C)Cc2ccccc2)Oc2ccc(NC(=O)c3ccncc3)cc2C1=O
- NSD2 block = 1

C[C@@H]1CN([C@@H](C)CO)C(=O)c2cc(NS(=O)(=O)c3ccc(F)cc3)ccc2O[C@@H]1CN(C)S(=O)(=O)c1ccc(F)cc1
- NSD2 block = -7

C[C@H](CO)N1C[C@H](C)[C@@H](CN(C)S(=O)(=O)c2cccs2)OCCCC[C@H](C)Oc2ccc(NS(=O)(=O)c3cccs3)cc2C1=O
- NSD2 block = -1

COCC(=O)N(C)C[C@H]1Oc2cc(C#CCC(C)C)ccc2S(=O)(=O)N([C@H](C)CO)C[C@@H]1C
- NSD2 block = 10

C[C@@H]1CN([C@H](C)CO)C(=O)c2ccccc2-c2ccccc2CO[C@@H]1CN(C)Cc1ccc(F)cc1
- NSD2 block = 4

CCCNC(=O)C[C@H]1C[C@@H]2c3cc(NC(=O)c4cccnc4)ccc3O[C@@H]2[C@@H](CO)O1
- NSD2 block = 1

CN(C)CC(=O)N[C@H]1C=C[C@@H](CC(=O)NCc2ccccc2F)O[C@H]1CO
- NSD2 block = 2

CC(=O)N(C)C[C@H]1Oc2cc(C#Cc3ccccc3F)ccc2S(=O)(=O)N([C@H](C)CO)C[C@@H]1C
- NSD2 block = -3

C[C@@H]1CCCCO[C@@H](CN(C)C(=O)CCC(F)(F)F)[C@@H](C)CN([C@H](C)CO)C(=O)c2cc(NS(C)(=O)=O)ccc2O1
- NSD2 block = -2

CCCC#Cc1ccc2c(c1)O[C@H](CN(C)CCC)[C@H](C)CN([C@@H](C)CO)S2(=O)=O
- NSD2 block = 11

COc1ccc(S(=O)(=O)N(C)C[C@H]2Oc3c(NC(=O)C4CCCCC4)cccc3C(=O)N([C@H](C)CO)C[C@H]2C)cc1
- NSD2 block = 30

CC(C)NC(=O)N(C)C[C@H]1Oc2ccc(NS(C)(=O)=O)cc2CC(=O)N([C@@H](C)CO)C[C@@H]1C
- NSD2 block = -18

C[C@H](CO)N1C[C@H](C)[C@H](CN(C)S(=O)(=O)c2ccc(F)cc2)OCCCC[C@H](C)Oc2ccc(NC(=O)c3ccccc3)cc2C1=O
- NSD2 block = -1

CCCNC(=O)C[C@H]1C[C@@H]2c3cc(NC(=O)COC)ccc3O[C@@H]2[C@@H](CO)O1
- NSD2 block = 3

COc1ccc(NC(=O)N(C)C[C@@H]2OCCCC[C@@H](C)Oc3ccc(NS(=O)(=O)c4ccc(OC)cc4)cc3C(=O)N([C@@H](C)CO)C[C@H]2C)cc1
- NSD2 block = -2

COc1cc2ccc(=O)oc2c(CC=C(C)C)c1OC
- NSD2 block = 2

Cc1ccc(-c2cnc3c(c2)C(=O)N([C@H](C)CO)C[C@@H](C)[C@@H](CN(C)Cc2ccccc2C(=O)O)O3)cc1
- NSD2 block = -2

C[C@H](CO)N1C[C@H](C)[C@@H](CN(C)S(=O)(=O)c2ccc(F)cc2)Oc2cc(C3=CCCC3)ccc2S1(=O)=O
- NSD2 block = 8

C[C@@H]1CN([C@H](C)CO)C(=O)c2cccc(NC(=O)Nc3ccc(C(F)(F)F)cc3)c2O[C@H]1CN(C)Cc1ccc2c(c1)OCO2
- NSD2 block = -3

CO[C@H](CN(C)Cc1ccc2c(c1)OCO2)[C@H](C)CN(C(=O)c1ccccc1)[C@H](C)CO
- NSD2 block = 0

COCCOC(=O)N1C(=O)[C@@]2(c3cc(C#CC4(O)CCCCCC4)ccc31)[C@H](c1ccccc1OCCO)N1[C@H](c3ccccc3)[C@H](c3ccccc3)OC(=O)[C@H]1[C@@H]2C(=O)N1CCc2cc(OC)c(OC)cc2C1
- NSD2 block = -1

O=C1O[C@@H](c2ccccc2)[C@@H](c2ccccc2)N2[C@@H](c3ccc(O)cc3)[C@]3(C(=O)Nc4ccc(C#CC5=CCCCC5)cc43)[C@@H](C(=O)N3CCCCCCC3)[C@H]12
- NSD2 block = -4

COc1ccc(CN(C)C[C@H]2OCCCC[C@@H](C)Oc3ccc(NC(=O)Nc4ccccc4)cc3C(=O)N([C@H](C)CO)C[C@H]2C)cc1
- NSD2 block = 4

CCCNC(=O)N(C)C[C@H]1Oc2cc(C3=CCCCC3)ccc2S(=O)(=O)N([C@@H](C)CO)C[C@H]1C
- NSD2 block = -2

C[C@@H]1CN([C@@H](C)CO)C(=O)c2cc(NS(=O)(=O)c3cccs3)ccc2O[C@H]1CN(C)S(C)(=O)=O
- NSD2 block = -3

C[C@H]1CN([C@@H](C)CO)C(=O)c2cc(C#Cc3ccccc3)cnc2O[C@H]1CN(C)C(=O)c1ccccc1F
- NSD2 block = -2

C[C@H](CO)N1C[C@H](C)[C@H](CN(C)C(=O)NC2CCCCC2)Oc2ncc(-c3cc4ccccc4o3)cc2C1=O
- NSD2 block = 0

O=C(NO)c1ccc(C(=O)N/N=C/Cc2ccccc2)cc1
- NSD2 block = -2

Cc1ccc(S(=O)(=O)Nc2ccc3c(c2)C(=O)N([C@H](C)CO)C[C@H](C)[C@H](CN(C)CC2CC2)O3)cc1
- NSD2 block = 2

C[C@H](CO)N1C[C@H](C)[C@@H](CN(C)Cc2ccc(C(=O)Nc3ccccc3N)cc2)Oc2ccc(NC(=O)C3CCCCC3)cc2CC1=O
- NSD2 block = 5

CC(C)NC(=O)N(C)C[C@H]1Oc2ccc(NS(=O)(=O)c3cccs3)cc2C(=O)N([C@H](C)CO)C[C@H]1C
- NSD2 block = -2

C[C@@H]1CN([C@@H](C)CO)C(=O)c2cccc(N(C)C)c2O[C@@H]1CN(C)C(=O)Nc1ccc(F)cc1
- NSD2 block = 4

COc1cccc(NC(=O)N(C)C[C@H]2Oc3cc(/C=C/c4ccccc4)ccc3S(=O)(=O)N([C@@H](C)CO)C[C@@H]2C)c1
- NSD2 block = -15

COc1ccc2c(c1OC)C(=O)OC2C1c2c(cc3c(c2OC)OCO3)CCN1C (stereo not drawn)
- NSD2 block = -1

C[C@@H]1CN([C@@H](C)CO)C(=O)Cc2cc(NC(=O)NC3CCCCC3)ccc2O[C@H]1CN(C)S(=O)(=O)c1cccs1
- NSD2 block = 3

C[C@H](CO)N1C[C@H](C)[C@@H](CN(C)C(=O)c2ccncc2)Oc2ncc(C#C[C@@H](C)O)cc2C1=O
- NSD2 block = 0

COC(=O)C[C@H]1CC[C@H](N)[C@@H](CO)O1
- NSD2 block = -1

O=C(N[C@@H]1CC[C@H](CC(=O)N2CCc3ccccc3C2)O[C@H]1CO)C1CCC1
- NSD2 block = 0

CN(C)C(=O)C[C@@H]1C[C@@H]2c3cc(NC(=O)CC4CC4)ccc3O[C@@H]2[C@@H](CO)O1
- NSD2 block = 4

CNC[C@H]1Oc2ccc(NS(=O)(=O)c3cccs3)cc2C(=O)N([C@@H](C)CO)C[C@@H]1C
- NSD2 block = 6

C[C@@H]1CN([C@@H](C)CO)C(=O)c2cc(NC(=O)Cc3ccccc3)ccc2O[C@H]1CN(C)Cc1ccc(C(=O)O)cc1
- NSD2 block = 5

COc1cccc(NC(=O)N(C)C[C@H]2Oc3cc(C#Cc4ccncc4)ccc3S(=O)(=O)N([C@H](C)CO)C[C@@H]2C)c1
- NSD2 block = -122

CO[C@H]1O[C@H](CO)[C@@H](OC(=O)Nc2ccccc2)[C@H](OC(=O)Nc2ccccc2)[C@H]1OC(=O)Nc1ccccc1
- NSD2 block = -6

C[C@H]1CN([C@@H](C)CO)C(=O)c2cccc(NC(=O)Nc3ccc(F)cc3)c2O[C@@H]1CN(C)Cc1ccc(Cl)c(Cl)c1
- NSD2 block = -3

COc1ccc(NC(=O)N(C)C[C@@H]2OCc3ccccc3-c3c(n(C)c4ccccc34)C(=O)N([C@H](C)CO)C[C@H]2C)cc1
- NSD2 block = -10

CNC[C@H]1Oc2ccc(NS(=O)(=O)c3ccc(OC)cc3)cc2C(=O)N([C@@H](C)CO)C[C@H]1C
- NSD2 block = -6

C[C@@H]1CCCCO[C@@H](CN(C)CC2CCCCC2)[C@H](C)CN([C@@H](C)CO)C(=O)c2cc(NS(=O)(=O)c3cccs3)ccc2O1
- NSD2 block = -2

C/C=C/c1ccc2c(c1)O[C@@H](CN(C)Cc1cccc(F)c1)[C@@H](C)CN([C@@H](C)CO)S2(=O)=O
- NSD2 block = -6

CCCNC(=O)N(C)C[C@H]1Oc2ncc(C#Cc3ccncc3)cc2C(=O)N([C@@H](C)CO)C[C@H]1C
- NSD2 block = 5

C[C@@H]1CN([C@H](C)CO)C(=O)c2cc(NC(=O)Cc3ccccc3)ccc2O[C@@H](C)CCCCO[C@H]1CN(C)C(=O)Nc1ccccc1
- NSD2 block = 29

C[C@H](CO)N1C[C@H](C)[C@@H](CN(C)Cc2ccccn2)Oc2cc(-c3cncnc3)ccc2S1(=O)=O
- NSD2 block = ?

Screening results from PubChem.
